# HSF1 activator: increases HSF-1 driven luciferase reporter signal. NIH3T3-HGL HSF-1 luciferase reporter, MG132, 8 h; 100% = twice DMSO control signal. activation, % at 9 µM. actives 1.7% (n = 300,000). AID 504408;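 active = mean replicate activation of at least 50% with a set share of replicates each reaching 50%; inconclusive = only one of those two conditions met; inactive = mean below 50% and too few replicates reaching it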;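 note: 0% = median of the neutral control wells and 100% = twice that signal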
# GSK3beta inhib: blocks human GSK3beta kinase activity. GST-GSK3beta kinase, ADP-Glo luminescence, 60 min; stronger effect = lower value. activity score (negative = inhibition), % at 10 µM. actives 0.038% (n = 300,000). AID 2097;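 active = more than half of replicate wells score below -50%, meaning over 50% inhibition versus plate controls; inconclusive = some replicates but at most half score below -50%; inactive = no replicate scores below -50%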;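 note: 0% = median DMSO wells and -100% = median GW8510 positive control wells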
# Target sequence (P49841 whole entry, looked up): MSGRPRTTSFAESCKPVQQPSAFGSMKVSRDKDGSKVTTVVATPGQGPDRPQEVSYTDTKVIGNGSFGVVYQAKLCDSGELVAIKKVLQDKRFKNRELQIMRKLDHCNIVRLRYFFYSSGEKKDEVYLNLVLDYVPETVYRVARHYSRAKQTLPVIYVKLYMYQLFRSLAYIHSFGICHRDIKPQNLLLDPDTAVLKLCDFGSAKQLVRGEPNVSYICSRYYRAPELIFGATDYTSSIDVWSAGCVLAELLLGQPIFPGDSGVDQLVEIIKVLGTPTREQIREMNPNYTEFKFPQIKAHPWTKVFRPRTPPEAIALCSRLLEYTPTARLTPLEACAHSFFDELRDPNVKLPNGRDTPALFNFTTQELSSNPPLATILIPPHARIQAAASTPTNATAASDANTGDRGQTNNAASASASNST
#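 test system = GST-tagged human GSK3beta kinase, cell-free | reagent = 25 µM ATP with peptide substrate | dosing = one dose of 10 µM per compound | schedule = 60 min reaction, RT | detection = luminescent ADP-Glo measurement of ADP formed | control set = DMSO neutral wells and GW8510 at 20 µM as positive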
# IEC-6 cytotox: kills IEC-6 intestinal cells in KLF5 counter-screen. actives 0.78% (n = 290,000). inhibition, % at 5 µM. IEC-6 cytotoxicity, luminescence viability; in the data active = inhibition above about 22%;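 note: 0% = plate median of test compound wells and 100% = cytotoxic reference compound wells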
# AI-2 QS modul: Vibrio harveyi AI-2 quorum sensing modulation | Vibrio harveyi JMH597 AI-2 luminescence/OD600 ratio, 9 h; stronger effect = lower value; strain lacks LuxN and CqsS sensors; 0 = neutral-control median | activity change, % at 7.5 µM | AID 2094 | actives 0.4% (n = 300,000); in the data active = activity change below about -75%, passing the limit was not always enough; inconclusive = no clear call, values can overlap the other calls;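 note: luminescence divided by OD600 gain over 9 h not by final OD600 alone; inactives centre near 13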
# GSK3A inh: inhibitors of human GSK-3 alpha kinase. P49840. ADP-Glo luminescence, 60 min. inhibition, % at 10 µM. actives 0.1% (n = 320,000);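 in the data active = inhibition above about 50%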;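 note: GST-tagged GSK-3 alpha with peptide substrate and 25 µM ATP; 0% = DMSO neutral wells and 100% = GW8510 positive control wells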
# Target sequence (P49840 whole entry, looked up): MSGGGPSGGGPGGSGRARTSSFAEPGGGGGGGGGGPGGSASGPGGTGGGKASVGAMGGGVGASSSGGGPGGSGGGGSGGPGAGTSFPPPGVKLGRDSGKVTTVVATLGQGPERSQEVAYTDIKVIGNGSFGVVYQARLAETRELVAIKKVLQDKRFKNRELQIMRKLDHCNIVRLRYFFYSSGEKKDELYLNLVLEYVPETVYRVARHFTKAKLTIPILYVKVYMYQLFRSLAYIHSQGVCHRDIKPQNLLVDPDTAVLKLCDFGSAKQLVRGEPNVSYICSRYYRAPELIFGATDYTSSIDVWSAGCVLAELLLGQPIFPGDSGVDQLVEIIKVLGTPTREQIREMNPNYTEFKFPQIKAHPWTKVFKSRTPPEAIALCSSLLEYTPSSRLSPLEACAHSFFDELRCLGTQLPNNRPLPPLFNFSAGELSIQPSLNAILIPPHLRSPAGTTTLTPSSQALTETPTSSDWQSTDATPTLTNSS
# HSF1 inhib: HSF1 inhibition. NIH3T3-HGL HSE-luciferase, MG132-induced, luminescence 8 h; stronger effect = lower value. activity change, negative = inhibition, % at 7.5 µM (by protocol). AID 2098. actives 0.77% (n = 300,000);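 active = more than half of replicate wells show activity change below -50%, luminescence cut by over half; inconclusive = some wells, but at most half, below -50%; inactive = no replicate well below -50%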;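 note: luciferase reports HSF-1 transcriptional activity via heat shock element; 0% = median of DMSO wells and -100% = zero luminescence signal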
# PolyA inhibitor: inhibitors of polyadenylation in S. cerevisiae; S. cerevisiae SKY197-pL101 polyadenylation reporter, beta-gal luminescence; efflux-impaired pdr1/pdr3 knockout yeast; score 100 = 6 SD above DMSO; calls only at 12 µM; actives 0.02% (n = 300,000); AID 1875;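 active = lowest replicate activity score at least 50, where 100 means six control SD above control mean; inconclusive = lowest score under 50 but half or more replicates reach 50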;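 note: yeast exposed to compound for 9 h at 30 °C; higher score means more reporter readthrough which indicates perturbed polyadenylation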
# aSyn UTR inh: MLPCN primary screen, SNCA 5' untranslated region; inhibition, % (tested at 7.5 µM); actives 0.82% (n = 300,000); alpha-synuclein 5'UTR reporter, inhibitor activity; in the data active = inhibition above about 60%; inconclusive = no clear call, values can overlap the other calls;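 note: H4 neuroglioblastoma cells stably carrying SNCA 5'UTR luciferase fusion; 0% = DMSO wells and 100% = positive control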
# KLF5 inh: suppresses KLF5 promoter-driven expression. inhibition, % at 5 µM. AID 1700. DLD-1 KLF5 promoter-luciferase reporter, luminescence. actives 0.23% (n = 290,000);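 active = inhibition above a per-plate limit of that plate's mean compound inhibition plus 3 SD, cut at about 60% in these data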;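 note: 0% = DMSO wells and 100% = LY294002 at 200 µM; higher means less KLF5 promoter-driven luciferase light; inactives centre near -14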
# HSP90 inh: blocks HSP90-mediated luciferase refolding in reticulocyte lysate; Rabbit reticulocyte lysate, luciferase refolding luminescence, 3 h; actives 0.91% (n = 290,000); inhibition, % at 5.6 µM; AID 1789;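 active = inhibition above the screen-wide mean plus 3 SD, computed separately per campaign, cut at about 16% in these data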;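 note: 0% = DMSO wells and 100% = 60 µM geldanamycin wells; inhibitors lower the luminescence because luciferase stays unfolded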
# Starred values were filed as active, the others as inactive; i = inactive; ? = inconclusive; . = not tested or not shown. The list is partial. The share of hits here may be higher or lower than overall.
cpd	canonical_smiles	HSF1 activator	GSK3beta inhib	IEC-6 cytotox	AI-2 QS modul	GSK3A inh	HSF1 inhib	PolyA inhibitor	aSyn UTR inh	KLF5 inh	HSP90 inh
1	Cc1[nH]c2nc3ccccc3n2c(=O)c1CCC(C)C	-22	-3	0	-5	-1	-2	i	9	-4	-2
2	CC(=O)NCC1CCCN(Cc2cn(-c3ccccc3F)nc2-c2cc(C)sc2C)C1 (stereo unspecified)	-6	1	-5	6	-1	-2	i	-6	-33	3
3	CC(=O)Nc1ccc(NS(=O)(=O)c2ccc(Cl)s2)cc1	-9	2	6	13	3	-9	i	-2	-7	5
4	CCn1c(COc2ccccc2)nnc1SCC(=O)NC1CC1	3	-27	-5	15	-2	5	i	18	-24	-5
5	COC(=O)CCN(C(=O)c1ccc([N+](=O)[O-])cc1)c1ccccn1	8	3	-2	26	0	-13	i	-2	-2	3
6	O=C(c1ccc([N+](=O)[O-])cc1)N1CCSC1c1cccc(Cl)c1 (stereo unspecified)	-4	-1	6	-1	8	0	i	15	1	0
7	O=C(Nc1ccc(OC(F)F)cc1)c1cc[n+]([O-])cc1	-50	-2	5	22	-1	-38	i	7	-11	2
8	COc1ccc(CSc2nnnn2-c2ccc(C(=O)O)cc2)cc1	-18	-3	-4	3	-2	-5	i	-26	-27	-2
9	CCCc1nnc(NC(=O)CN2CCN(C)CC2)s1	-3	1	-2	14	-2	-6	i	-13	-20	1
10	O=C(Cn1nnc(-c2ccccc2-n2cnnn2)n1)N1CCCCC1	32	-3	4	25	-3	10	i	-20	-3	3
11	COC(=O)c1ccc(NC(=O)c2ccc(C)cc2)o1	?	-1	-12	16	-1	17	i	-75	-26	30*
12	O=C(NCc1ccccc1)C1=C[C@@H](c2csc3ccccc23)C[C@@H](OCCCCO)O1	30	3	30*	8	-1	9	i	95*	70*	12
13	O=C(NCc1nc2ccccc2[nH]1)c1cc2ccccc2oc1=O	11	-1	0	3	6	-1	i	-12	16	2
14	CCCCn1c(N)c(N(CC(C)C)C(=O)C2CCN(S(=O)(=O)c3ccc(C)cc3)CC2)c(=O)[nH]c1=O	-1	2	.	19	1	0	i	16	.	.
15	Cc1cccc(C(=O)NCC(=O)N2CCN(S(=O)(=O)c3ccccc3)CC2)c1	7	-5	.	-2	0	3	i	-2	.	.
16	O=S(=O)(CCN(CCS(=O)(=O)C(F)(F)F)CC1CCCO1)C(F)(F)F (stereo unspecified)	-15	1	-2	21	-3	-1	i	24	-12	-1
17	O=C1CC(C(=O)Nc2cccc(F)c2)n2ncnc2N1 (stereo unspecified)	1	-3	2	10	0	-6	i	-19	0	2
18	CNC(=O)c1nn(-c2ccc(C)cc2)ccc1=O	3	0	-3	18	-1	5	i	4	14	0
19	O=C(NC(=S)Nc1cccc2ncccc12)c1ccco1	-4	0	8	1	2	-3	i	3	-18	-1
20	CCCCc1nc2cc(C(=O)NCc3cc(C)n(C)n3)ccc2o1	10	2	4	14	1	10	i	-57	-77	-6
21	CCCCC(OC(=O)CN1C(=O)COc2ccccc21)C(=O)NC1CCCCC1 (stereo unspecified)	4	-2	3	21	0	-1	i	13	11	-2
22	CCCC(=O)NNC(=O)CCC(=O)Nc1ccccc1Cl	-8	7	0	25	0	-5	i	10	-27	0
23	O=C(Nc1ccc(S(=O)(=O)Nc2nccs2)cc1)c1nn(-c2ccc(F)cc2)ccc1=O	-15	0	-1	12	-1	3	i	12	-26	-3
24	CCOC(=O)c1[nH]c2ccccc2c1NC(=S)Nc1cccc(C)c1	-13	3	6	-6	-17	-7	.	-41	12	-5
25	O=C(/C=C/c1ccccc1)NNC1=NS(=O)(=O)c2ccccc21	13	0	-3	15	0	-2	i	3	-8	-3
26	c1ccc(-n2ncc3c2ncn2c(C4CCCCC4)nnc32)cc1	34	2	-1	-2	.	19	i	-128	-12	0
27	COc1ccc(CCNc2cc(=O)[nH]c(N)n2)cc1	15	-1	-4	38	-1	-2	i	3	-2	-2
28	CSc1ccc(C(=O)C2CCCN(C(=O)CCCn3cncn3)C2)cc1 (stereo unspecified)	5	2	-6	10	4	0	i	-16	0	-4
29	COc1ccc(CCN2CC(C(=O)N(C)Cc3ccc4nsnc4c3)CCC2=O)cc1 (stereo unspecified)	5	-1	-2	6	0	-4	i	6	-27	-2
30	Cc1ccc(NC(=O)c2cc3nc(C)cc(C)n3n2)cc1	25	5	0	28	.	15	i	-82	-114	4
31	O=C(Nc1ccc(S(=O)(=O)Nc2ccccn2)cc1)c1ccc(Cl)cc1Cl	-8	4	-10	6	-3	-1	i	18	-1	-6
32	O=C(COC(=O)c1ccccc1SCC(=O)N1CCCC1)NC1CCS(=O)(=O)C1 (stereo unspecified)	-78	2	.	24	-1	-71*	i	3	.	.
33	CCN(CC)CC#CCOC(c1ccccc1)c1ccccc1	7	6	-8	27	-2	3	i	-3	-14	-2
34	Cc1nn(C)cc1-c1n[nH]c(=S)n1-c1ccc(F)cc1	2	2	1	8	0	-8	i	-5	-17	1
35	COc1ccc(-n2nc(C(=O)NCC(=O)N3CCCCCC3)c3ccccc3c2=O)c(OC)c1	14	0	5	15	3	12	i	-40	-43	-2
36	COc1ccccc1NC(=S)NNC(=O)c1cc(C)nn1C	-2	0	2	13	-1	4	i	-56	-23	-1
37	COc1cccc(CN2CCNC(=O)C2CC(=O)O)c1OC (stereo unspecified)	12	3	0	7	-3	0	i	13	-18	1
38	CCOc1ccccc1C(=O)NC1CCNCC1	-16	-8	-2	3	-1	1	i	13	-15	-1
39	O=C(CN(C(=O)c1csnn1)c1ccc(F)c(Cl)c1)NCc1ccc2c(c1)OCO2	-1	2	4	14	0	0	i	6	-9	3
40	CC(C)NC(=O)C1=NN(c2ccccc2)C(=O)CC1	7	-2	2	-4	0	-7	i	0	-1	4
41	CCN1CCN(C(c2cccs2)C(C)NC(=O)c2cccnc2)CC1 (stereo unspecified)	5	4	-6	8	-2	-5	i	-11	-28	2
42	COc1cc(/C=C2\SC(=S)N(NC(=O)c3ccccc3OC)C2=O)ccc1O	-11	-1	-1	16	1	6	i	-11	-14	-4
43	Cc1nc2ccc(C(=O)N/N=C/c3ccc(O)cc3)cc2[nH]1	-36	.	-5	.	6	-25	i	12	-13	2
44	Cc1noc(NS(=O)(=O)c2ccc(NC(=O)CSc3ncccn3)cc2)c1C	-2	0	-1	15	-2	0	.	7	0	-2
45	Cc1ccc(C(=O)N/C(=C/c2ccco2)C(=O)OCN2C(=O)c3ccccc3C2=O)cc1	16	-8	0	17	-1	2	i	14	-30	2
46	Cc1ccc(S(=O)(=O)CC(=O)N2CCCC2)cc1	.	-2	1	12	-3	.	.	.	-18	1
47	O=C(O)c1cc(S(=O)(=O)Nc2ccc(N3CCCCC3)cc2)ccc1Cl	-12	-1	-1	9	0	-1	i	7	-14	0

# From no. 26 up to 39, as listed above:
cpd	canonical_smiles	HSF1 activator	GSK3beta inhib	IEC-6 cytotox	AI-2 QS modul	GSK3A inh	HSF1 inhib	PolyA inhibitor	aSyn UTR inh	KLF5 inh	HSP90 inh
26	c1ccc(-n2ncc3c2ncn2c(C4CCCCC4)nnc32)cc1	34	2	-1	-2	.	19	i	-128	-12	0
27	COc1ccc(CCNc2cc(=O)[nH]c(N)n2)cc1	15	-1	-4	38	-1	-2	i	3	-2	-2
28	CSc1ccc(C(=O)C2CCCN(C(=O)CCCn3cncn3)C2)cc1 (stereo unspecified)	5	2	-6	10	4	0	i	-16	0	-4
29	COc1ccc(CCN2CC(C(=O)N(C)Cc3ccc4nsnc4c3)CCC2=O)cc1 (stereo unspecified)	5	-1	-2	6	0	-4	i	6	-27	-2
30	Cc1ccc(NC(=O)c2cc3nc(C)cc(C)n3n2)cc1	25	5	0	28	.	15	i	-82	-114	4
31	O=C(Nc1ccc(S(=O)(=O)Nc2ccccn2)cc1)c1ccc(Cl)cc1Cl	-8	4	-10	6	-3	-1	i	18	-1	-6
32	O=C(COC(=O)c1ccccc1SCC(=O)N1CCCC1)NC1CCS(=O)(=O)C1 (stereo unspecified)	-78	2	.	24	-1	-71*	i	3	.	.
33	CCN(CC)CC#CCOC(c1ccccc1)c1ccccc1	7	6	-8	27	-2	3	i	-3	-14	-2
34	Cc1nn(C)cc1-c1n[nH]c(=S)n1-c1ccc(F)cc1	2	2	1	8	0	-8	i	-5	-17	1
35	COc1ccc(-n2nc(C(=O)NCC(=O)N3CCCCCC3)c3ccccc3c2=O)c(OC)c1	14	0	5	15	3	12	i	-40	-43	-2
36	COc1ccccc1NC(=S)NNC(=O)c1cc(C)nn1C	-2	0	2	13	-1	4	i	-56	-23	-1
37	COc1cccc(CN2CCNC(=O)C2CC(=O)O)c1OC (stereo unspecified)	12	3	0	7	-3	0	i	13	-18	1
38	CCOc1ccccc1C(=O)NC1CCNCC1	-16	-8	-2	3	-1	1	i	13	-15	-1
39	O=C(CN(C(=O)c1csnn1)c1ccc(F)c(Cl)c1)NCc1ccc2c(c1)OCO2	-1	2	4	14	0	0	i	6	-9	3
